# JMJD2E inh: JMJD2E (human) inhibition | B2RXH2 | Potency, µM (highest dose often 57.1 µM), without a hit: top-dose activity change, negative = inhibition, hits mostly inhibitors | 230,000 compounds, 1.6% hits | JMJD2E catalytic domain, FDH-coupled NADH fluorescence (FDH is formaldehyde dehydrogenase) | AID 2147; active means well fitted inhibition curve with a large enough effect, not every such curve was filed as active; inconclusive means small, poorly fitted or top-dose-only effect, or another doubt; inactive means no such curve, though single readings can be large or run the other way;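 further: 0% = wells with enzyme and -100% = buffer wells without enzyme; nearly all actives have a fitted effect of over 50% in size; many of its hits are not listed in these tables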
# Target sequence (B2RXH2 1-337 limits assumed): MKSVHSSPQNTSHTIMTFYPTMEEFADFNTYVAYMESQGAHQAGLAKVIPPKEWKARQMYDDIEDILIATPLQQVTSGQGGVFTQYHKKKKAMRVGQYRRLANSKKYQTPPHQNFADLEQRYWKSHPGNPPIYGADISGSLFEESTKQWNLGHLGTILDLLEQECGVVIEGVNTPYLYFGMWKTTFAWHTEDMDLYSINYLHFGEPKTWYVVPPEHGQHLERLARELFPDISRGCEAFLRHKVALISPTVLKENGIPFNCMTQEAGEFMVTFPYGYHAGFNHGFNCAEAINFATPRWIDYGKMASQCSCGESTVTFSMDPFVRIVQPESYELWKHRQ
# GAA inhib: alpha-glucosidase (human) inhibition. P10253. purified human GAA, 4-MU-alpha-glucoside fluorescence. Potency, µM (titrated, usually from 76.9 µM), without a hit: at the top dose activity change, negative = inhibition, usual class: inhibitors. 200,000 compounds, 0.005% hits. AID 1466;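 further: plate controls were uninhibited enzyme wells for no effect and no-enzyme background for full effect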
#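 Activity normalized between no-enzyme (basal) and enzyme-only wells. Conditions: 4 nM human enzyme, 400 uM fluorogenic substrate, citrate/phosphate pH 5.0 with Tween-20, 20 min room temperature, compounds up to 77 uM.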
# GAA glycogen mod: inhibitors or activators of human alpha-glucosidase glycogen cleavage; P10253; recombinant GAA, glycogen substrate, Amplex Red glucose oxidase fluorescence; Potency, µM (highest dose often 76.4 µM), for inactives: top-dose activity change, negative = inhibition, hits mostly inhibitors; 300,000 compounds, 0.38% hits;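 further: 0% = full enzyme reaction and -100% = no-enzyme basal signal; the screen sought inhibitors and activators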
#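 qHTS, 1536-well; enzyme 4 nM final; cpd up to 77 uM; substrate bovine liver glycogen 30 ug; 50 mM citrate/phosphate pH 5.0, 0.01% Tween-20; 37 C, 40 min; Amplex Red detection 45 min RT; Hill fit → AC50.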
# aGlu spleen mod: inhibits or activates alpha-glucosidase in human spleen homogenate | human spleen homogenate, 4-MU-alpha-glucoside fluorescence | AID 2112 | 240,000 compounds, 0.006% hits | Potency, µM (titrated, usually from 79.9 µM), for the others: at the top dose activity change, negative = inhibition, most hits filed as inhibitors;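 further: 0% = enzyme with vehicle and -100% = no enzyme basal signal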
#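 AC50 values come from Hill-equation fits of concentration-response data, normalized to no-enzyme and full-activity controls. Enzyme source: 1 ug human spleen homogenate; 1 mM fluorogenic 4-MU glucoside, pH 5.0 citrate buffer, 37 C, 40 min.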
# ALDH1A1 block: blocks purified human ALDH1A1 activity. P00352. Purified ALDH1A1, NADH fluorescence, propionaldehyde substrate. Potency, µM (series often up to 75.3 µM), without a hit: top-dose activity, negative = inhibition, hits mostly inhibitors. 220,000 compounds, 7.3% hits. AID 1030; active means well fitted inhibition curve with a large enough effect, not every such curve was filed as active; inconclusive means small, poorly fitted or top-dose-only effect, or another doubt; inactive means no such curve, though single readings can be large or run the other way;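 further: plate controls were no enzyme wells and a reference inhibitor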
# aGal spleen mod: inhibits or activates alpha-galactosidase in human spleen homogenate; Potency, µM (series often up to 80 µM), without a hit: at the highest dose activity change, negative = inhibition, hits mostly inhibitors; human spleen homogenate, 4MU-alpha-Gal fluorescence, 40 min; 240,000 compounds, 0.008% hits;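 further: 0% = enzyme with vehicle and -100% = no enzyme basal signal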
# Target sequence (P06280 32-429 limits assumed): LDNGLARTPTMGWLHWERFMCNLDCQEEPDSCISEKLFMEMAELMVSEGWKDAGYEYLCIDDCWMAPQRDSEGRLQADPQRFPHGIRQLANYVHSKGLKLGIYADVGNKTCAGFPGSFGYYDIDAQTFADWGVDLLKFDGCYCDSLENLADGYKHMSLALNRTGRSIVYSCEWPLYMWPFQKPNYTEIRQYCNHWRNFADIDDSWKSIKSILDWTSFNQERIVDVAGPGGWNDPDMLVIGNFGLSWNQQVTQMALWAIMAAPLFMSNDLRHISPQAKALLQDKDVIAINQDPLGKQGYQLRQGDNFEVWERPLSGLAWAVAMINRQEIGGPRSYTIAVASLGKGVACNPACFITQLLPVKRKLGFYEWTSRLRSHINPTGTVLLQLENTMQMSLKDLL
#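 qHTS titration in buffer at pH 5.0. Alpha-galactosidase activity in spleen homogenate was measured via 4-methylumbelliferone release from 1 mM fluorogenic substrate after 40 min at 37C and a pH 10 stop. AC50 came from Hill fits of control-normalized data.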
# SMN2 splice up: enhancers of SMN2 splice variant expression | HEK293 SMN2-luciferase splicing reporter, luminescence, 30-36 h | Potency, µM (series often up to 46.1 µM), for the others: at the top dose activity change, positive = activation, hits mostly activators | 210,000 compounds, 2.8% hits | AID 1458; further: % of control where 0% means no effect; nearly all actives have a fitted effect of over 55% in size
#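 HEK293 cells carry an SMN2 minigene-luciferase reporter in which exon 7 inclusion puts luciferase in frame. Cells were seeded at 2000 cells/well, attached for 10-12 hours, then exposed to compounds for 30-36 hours at 37C before ONE-Glo luminescence.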
# RGS12 GoLoco inh: inhibitors of human Gai1-RGS12 GoLoco interaction (red fluorophore); Potency, µM (top dose mostly 61.6 µM), for the others: at the top dose activity, negative = inhibition, most hits filed as inhibitors; P63096; Gai1:RGS12 GoLoco peptide FP, rhodamine, 10 min; 230,000 compounds, 0.44% hits; AID 880; active means well fitted inhibition curve with a large enough effect, not every such curve was filed as active; inactive means no such curve, though single readings can be large or run the other way; further: on the % scale 0 is the no-effect control and ±100 the full control effect; nearly all actives have a fitted effect of over 30% in size; many of its hits are not listed in these tables
# Target sequence (P63096 whole entry, looked up): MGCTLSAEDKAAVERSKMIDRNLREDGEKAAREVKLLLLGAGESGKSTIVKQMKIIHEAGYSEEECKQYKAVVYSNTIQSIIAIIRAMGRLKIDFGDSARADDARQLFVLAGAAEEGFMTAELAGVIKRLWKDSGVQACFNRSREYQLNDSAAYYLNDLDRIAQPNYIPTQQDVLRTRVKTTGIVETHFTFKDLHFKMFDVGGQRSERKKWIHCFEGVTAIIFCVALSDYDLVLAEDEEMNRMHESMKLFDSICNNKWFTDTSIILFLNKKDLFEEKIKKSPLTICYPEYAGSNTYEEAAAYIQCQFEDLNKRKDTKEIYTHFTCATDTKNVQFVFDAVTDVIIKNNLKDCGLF
# * marks the source's active call; other numbers are inactive results; ? = inconclusive; . = not tested or not shown; & = joins results of further samples; [ ] = remark or other dose. Unless noted, the call rests on the fitted dose curve; in most records, active means well fitted curve in the direction sought with a large enough effect; inconclusive means small, poorly fitted or top-dose-only effect, or another doubt; inactive means no such curve, though single readings can be large; an effect the other way counts as inactive or inconclusive. Potency means the concentration at half of the fitted maximal effect. A portion of the library (hit frequency here may not be typical).
SMILES,JMJD2E inh,GAA inhib,GAA glycogen mod,aGlu spleen mod,ALDH1A1 block,aGal spleen mod,SMN2 splice up,RGS12 GoLoco inh
O=C1CCN(c2ccc([N+](=O)[O-])cc2F)CC1,-26%,-4%,12%,4%,8.9µM*,9%,-14%,-6%
COc1ccc(C2c3ccc(O)cc3Oc3ncn4nc(-c5ccccn5)nc4c32)cc1 (configuration not stated),3%,.,0%,-2%,.,2%,.,38%[activator]
CCC1CCC(C(=O)NC(C(=O)NCCCN2CCCCC2C)C(C)C)CC1 (configuration not stated),-2%,5%,2%,-2%,2%,-1%,-4%,-5%
CC(=O)Nc1ccc(Cc2nc3c([nH]2)c(=O)n(C)c(=O)n3C)cc1,1%,-6%,-8%,9%,2%,-4%,.,8%
CC(=O)C1=C(c2ccccc2)OC(N)=C(C#N)C1c1ccc(O)cc1 (configuration not stated),-1%,-6%,-1%,-15%,20µM*,-8%,3%,14%
COc1ccc(-c2cc(C(=O)NCc3cccnc3)no2)cc1OC,-2%,-5%,2%,-9%,5%,0%,8%,11%
CCCCNC(=O)c1ccccc1NC(=O)c1ccccc1N(C)S(C)(=O)=O,-5%,-9%,7%,-4%,22µM*,-1%,-11%,2%
O=C(NCc1ccc2c(c1)OCO2)c1ccc(Br)s1,4%,.,-3%,4%,.,6%,.,4%
COc1ccc(C2C(C(=O)N3CCN(c4ccccn4)CC3)CCC(=O)N2c2ccc(OC)cc2)cc1 (configuration not stated),?,6%,3%,7%,?,4%,11%,-10%
O=C(c1ccc(Br)cc1)N(C1=NCCCCS1)c1ccccc1,8%,-9%,9%,4%,19%,7%,-6%,4%
Cc1nn(-c2ccccc2)c(C)c1/C=N/NC(=O)CSc1nnc(-c2ccccc2)n1-c1ccc(Cl)cc1,-8%,3%,-7%,4%,?,0%,1%,-15%
CCn1c(SCCOc2ccc(Cl)cc2)nnc1-c1cccs1,-1%,6%,5%,3%,-3%,-1%,-23%,2%
Cc1ccc(C(C(=O)NCc2ccco2)N(CCc2ccccc2)C(=O)Cn2nnc3ccccc32)o1 (configuration not stated),7%,-8%,-2%,0%,-9%,-9%,?,3%
COc1cc(C(CC(=O)N2CCCC2)c2c(OC)cc(OC)c3ccc(=O)oc23)cc(OC)c1OC (configuration not stated),?,.,.,-12%&-12%,.,9%&0%,.,1%
CC(C)(C)NC(=O)C1Cc2ccccc2CN1C(=O)Nc1ccccc1Cl (configuration not stated),3%,-1%,11%,-10%,14%,-2%,1%,1%
CCOc1ccc2cc(C3CC(c4ccco4)=NN3S(=O)(=O)c3ccccc3)c(Cl)nc2c1 (configuration not stated),?,-6%,-17%,-2%,?,10%,9%,11%
CC(C)C(=O)OCc1cn(-c2ccc(Cl)c(Cl)c2)nn1,-28%,-13%,-1%,2%,?,6%,-5%,2%
CCCCOc1ccc(CSc2n[nH]c(C)n2)cc1,2%,-9%,3%,-6%,-7%,-3%,18µM*,1%
Cn1nnc(NC(=O)c2ccc(C(C)(C)C)cc2)n1,0%,-7%,0%,4%,-2%,-2%,22µM*,-10%
Cc1ccc2cc(C=O)c(N(C)C)nc2c1,?,?,-3%,2%,?,6%,10%,-5%
NS(=O)(=O)c1ccc(NC(=O)CN2CCCC2)cc1,-21%,0%,-3%,-1%,-1%,4%,7%,-12%
O=C(Nc1ccc(Oc2ccccc2)cc1)C1CCN(c2c3c(nc4ncnn24)CCC3)CC1,-7%,0%,-4%,-11%,?,-4%,-76%[inhibitor],-2%
N#Cc1nc(Cc2ccccc2)oc1NCc1ccccc1,-6%,-4%,50µM*,-5%,-3%,-2%,-29%,33%[activator]
CCOC(=O)c1cnc(SCc2nc(N)nc(Nc3ccc(F)cc3)n2)nc1N,-13%,?,1%,-6%,1%,-3%,?,5%
C#CCCOC(=O)N1C2=NC(C(=O)OC)=C(C(=O)OC)[C@@H]3Nc4ccccc4[C@]23C[C@H]1C(=O)OC,4%[11.4 µM],.,.,-4%[17.4 µM],-2%[13.5 µM],-8%[17.5 µM],-11%[9.22 µM],3%[14.2 µM]
CCOC(=O)c1nn(-c2ccc(C)c(C)c2)c(=O)c2c(N)scc12,3%,-8%,-12%,-9%,-3%,-3%,.,.
Cc1nnc(SC(C)C(=O)NC2CCCc3ccccc32)n1-c1ccccc1 (configuration not stated),-2%,6%,3%,2%,6%,10%,.,.
COc1ccc(Br)c(-c2nc(CS(=O)(=O)c3ccc(F)cc3)no2)c1,-16%,?,7%,-2%,-13%,19%,.,1%
CN1CCN(C(=O)/C(C#N)=C/c2ccc(OC(F)F)cc2)CC1,-3%,.,-13%,-17%,.,5%,.,1%
COc1cc(NC(C)=O)c2ncccc2c1NC(C)=O,-17%,.,1%,-2%,.,-9%,.,12%
Cc1csc(NC(=O)c2ccc(S(=O)(=O)N3CCCC3)cc2)n1,0%,.,2%,0%,.,-2%,.,6%
Cc1ccc(Cn2ccc(NC(=O)c3noc4c3CCc3ccccc3-4)n2)cc1,175%[activator],-3%,0%,7%,27%,9%,-21%,10%
COc1cccc(-c2nnc(Nc3nc4c(F)cccc4s3)o2)c1,-3%,5%,-9%,6%,?,11%,11µM*,-10%
COC(=O)c1sc(S(=O)(=O)N2CCN(c3ccc(OC)cc3)CC2)c(C(=O)OC)c1C,2%,-4%,-3%[76.3 µM],-4%,-7%,0%,7%&-14%,-13%
CCS(=O)(=O)c1nc(S(=O)(=O)c2ccc(Cl)cc2)c(NCc2ccco2)s1,-19%,-10%,-8%,-2%,?,4%,9%,33%[activator]
COc1ccc(CNC(=O)C(c2ccco2)N(C(=O)Cc2cccs2)c2cccnc2)cc1 (configuration not stated),4%,8%,4%,5%,1%,3%,.,-7%
Cc1ccc(N=Nc2c(N)nn3c(C)cc(C)nc23)cc1,3%,-2%,13%,5%,-4%,-3%,-5%,1%
CCOc1cc(C2C(C(=O)c3ccco3)=C(O)C(=O)N2CCc2ccccc2)ccc1O (configuration not stated),3%,1%,?,-1%,-3%,-10%,-1%,2%
COc1ccc(/C=N/Nc2ncnc3scc(-c4ccccc4)c23)cc1OC,?,-6%,15%,4%,-14%,12%,2%,9%
Cc1cc(NC(=O)c2cc(-c3ccco3)on2)n(-c2ccccc2)n1,?,-1%,-3%,-4%,?,-11%,1%,53%[activator]
CCCCn1c(N)c(-c2nc3ccccc3o2)c2c([N+](=O)[O-])nn(C)c(=O)c21,-3%,9%,10%,-7%,?,4%,0%,-8%
COC(=O)[C@@H]1C[C@]2(OC(=O)c3ccccc3)C=CC(=O)C[C@@H]2N1C(=O)OCc1ccccc1,-2%,2%,7%,0%,4%,-2%,-27%,1%
Cc1ccc(C)c(N(Cc2cc3ccc(C)cc3[nH]c2=O)C(=O)c2ccco2)c1,?,.,-5%,-4%,.,5%,.,4%
CCSc1cc(N2CCCC2)nc(-c2ccc(F)cc2)n1,3%,0%,6%,0%,2%,-7%,-20%,4%
Clc1ccc(C2=Nn3c(Cn4nnc5ccccc54)nnc3SC2)cc1,-1%,.,1%,1%,.,10%,.,-1%

# 2 compounds picked at random from those above:
SMILES,JMJD2E inh,GAA inhib,GAA glycogen mod,aGlu spleen mod,ALDH1A1 block,aGal spleen mod,SMN2 splice up,RGS12 GoLoco inh
COc1ccc(/C=N/Nc2ncnc3scc(-c4ccccc4)c23)cc1OC,?,-6%,15%,4%,-14%,12%,2%,9%
COC(=O)c1sc(S(=O)(=O)N2CCN(c3ccc(OC)cc3)CC2)c(C(=O)OC)c1C,2%,-4%,-3%[76.3 µM],-4%,-7%,0%,7%&-14%,-13%

# Next section.
SMILES,JMJD2E inh,GAA inhib,GAA glycogen mod,aGlu spleen mod,ALDH1A1 block,aGal spleen mod,SMN2 splice up,RGS12 GoLoco inh
COCCNc1c2c(c(C#N)c3nc4ccccc4n13)CCCC2,?,6%,-20%,-10%,?,?,-15%,17%
COc1cc(C(=O)Nc2ccc(NC(=O)C3CC3)nc2)cc(OC)c1OC,6%,0%,9%,0%,1%,-6%,1%,-1%
CC1(C)CC(=O)C2=C(C1)Nc1ncnn1C2c1ccccn1 (configuration not stated),?,9%,-3%,-13%,?,6%,11%,-4%
O=C(NCC1CCS(=O)(=O)C1)NCC1CCS(=O)(=O)C1 (configuration not stated),?,11%,-4%,-3%,?,-8%,-10%,5%
O=C(Cn1ccc([N+](=O)[O-])n1)N1CCc2ccccc21,9%,2%,17%,-1%,?,-5%,0%,7%
c1ccc2oc(SCc3cn4ccccc4n3)nc2c1,3%,0%,7%,-5%,3.2µM*,10%,14µM*,0%
CC(C)c1nc(C#N)c(N2CCOCC2)o1,-5%,?,3%,-4%,4%,1%,3%,-3%
CCOC(=O)N1CCN(Cc2nc3c(c(=O)n(C)c(=O)n3C)n2CCCc2ccccc2)CC1,-3%,-1%,4%,-15%,0.63µM*,-1%,?,-3%
COCCN(C(=O)Nc1ccc(OC)cc1OC)C1CCN(C(C)C)CC1,-5%,-4%,-1%,6%,?,0%,16%,8%
CC(C)C(=O)NC(c1cccc([N+](=O)[O-])c1)c1c(O)ccc2ccccc12 (configuration not stated),-22%,4%,16%,2%,6%,-10%,-17%,0%
Cc1cc(C)c2c(N)c(C(=O)Nc3nccs3)sc2n1,?,-1%,1%,-11%,?,3%,?,6%
CCOC(=O)c1cnn(-c2ccccc2)c1NC(=O)c1ccccc1C,10%,1%,8%,-9%,?,-3%,21%,-5%
COc1ccccc1-c1nnc2sc(COc3ccc(Cl)cc3Cl)nn12,6%,-7%,6%,-4%,12%,-3%,20%,78%[activator]
CCc1cccc(CC)c1NC(=O)CSc1nc2ccc(N3C(=O)C4C5C=CC(C5)C4C3=O)cc2s1 (configuration not stated),2%,-5%,-2%,-6%,?,-8%,.,25%
CCNc1ccc(C(=O)OCC(=O)NCCN2C(=O)CSC2=O)cc1[N+](=O)[O-],-27%,8%,6%,-1%,3.5µM*,-7%,-28%,-11%
O=C(N/C(=C\c1cccc([N+](=O)[O-])c1)C(=O)N1CCOCC1)c1ccc([N+](=O)[O-])cc1,-18%,6%,0%,-1%,2%,7%,3%,9%
C=CCn1c(SCC(=O)Nc2ccc3c(c2)OCO3)nc2ccccc2c1=O,9%,-8%,-6%,-2%,?,3%,21%,6%
